Compound activity as filed in PubChem.
Nrf2 activator: activators of Nrf2 (ARE) signaling; AREc32 ARE-luciferase reporter (MCF7-derived line), luminescence, 24 h; Potency, µM (highest dose often 46.1 µM), without a hit: at the top dose activation, most hits filed as activators; hit rate 0.31% among 410,000; AID 624171; further: % of control where 0% means no effect; nearly all actives have a fitted effect of over 65% in size
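For detection, Steady-Glo was added and plates sat 30 min at RT; before that, AREc32_Fluc cells grown overnight in OPTI-MEM/5% FBS had been treated with 23 nL compound for 24 hr at 37 deg C.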
Nrf2 block: inhibitors of Nrf2 signaling | A549 ARE-Fluc reporter, luciferase luminescence, 18-24 h | Potency, µM (series often up to 46 µM), for the others: at the top dose activity change, negative = inhibition, most hits filed as inhibitors | hit rate 2.1% among 360,000 | AID 504444; further: on the % scale 0 is the no-effect control and ±100 the full control effect; nearly all actives have a fitted effect of over 60% in size
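Nrf2 function is reported as luminescence of an ARE-controlled luciferase in A549 cells. Compounds were tested at several concentrations, and a CellTiter-Fluor read on the same wells flagged cytotoxicity.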
HepG2 tox: HepG2 cytotoxicity, counter-screen for TGF-b inhibitors | HepG2 CAGA-GFP viability, ATP luminescence, 18 h | Potency, µM (titrated, usually from 46.1 µM), without a hit: at the highest dose activity change, negative = cytotoxicity, actives largely listed as cytotoxic | hit rate 0.76% among 410,000 | AID 588856; further: some results filed as inactive show a strong effect at the top dose
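HepG2 CAGA-GFP cells (1000/well, DMEM with 1% FBS) received compound, then TGF-beta at 500 pg/mL final, and were incubated 18 hours at 37 degrees C. Viability was read by CellTiter-Glo luminescence. Media-only wells were set as complete cell-killing and DMSO as no toxicity.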
A549 viability: counter-screen for Nrf2 inhibitors: cytotoxicity in A549 cells; A549 ARE-Fluc cells, CellTiter-Fluor viability, 18-24 h; Potency, µM (doses to about 46 µM), inactives show at the top dose activity change, negative = cytotoxicity, hits mostly inhibitors; hit rate 0.16% among 390,000; further: on the % scale 0 is the no-effect control and ±100 the full control effect
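A549 ARE-Fluc cells in 5% FBS OPTI-MEM, 5000 cells/well, rested 2 h then exposed to compounds in concentration-response for 18-24 h at 37 °C. Viability by CellTiter-Fluor fluorescence (Ex 405/Em 525) after 30 min; luciferase luminescence (BugLite, 15 min, RT) read afterwards.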
ATXN2 expr inh: reduces ATXN2 reporter expression in HEK-293 cells | HEK-293 ATXN2-luciferase reporter, luminescence, 24 h | Potency, µM (top dose mostly 57 µM), inactives show top-dose activity change, negative = inhibition, hits mostly inhibitors | hit rate 0.72% among 360,000; further: on the % scale 0 is the no-effect control and ±100 the full control effect; nearly all actives have a fitted effect of over 55% in size
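ATXN2-luciferase reporter cells (luciferase flanked by upstream and downstream ATXN2 gene portions) were treated 24 h at 37 °C with compounds at up to 57 uM. SteadyGlo luminescence gave expression; GF-AFC fluorescence gave viability.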
TGFb inhibitor: inhibitors of TGF-b signaling; HepG2 CAGA-GFP TGF-b/SMAD3 reporter, GFP fluorescence, 18 h; TGF-beta stimulated, 500 pg/mL final; Potency, µM (titrated, usually from 46.1 µM), for inactives: top-dose activity, negative = inhibition, most hits filed as inhibitors; hit rate 1.2% among 410,000; AID 588855; further: on the % scale 0 is the no-effect control and ±100 the full control effect; nearly all actives have a fitted effect of over 65% in size
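Inhibition of TGF-beta-driven CAGA-GFP reporter expression in HEPG2 cells is measured by cellular GFP fluorescence after 18 h stimulation with 500 pg/mL recombinant TGF-beta in 1% FBS medium at 37 degrees C.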
S2 tox: cell viability loss in ATXN counter-screen. AID 651635. hit rate 0.49% among 400,000. Potency, µM (titrated, usually from 56.7 µM), hits mostly cytotoxic. S2 cells (HEK-293 line with an ATXN2-luciferase reporter) viability, CellTiter-Fluor protease fluorescence, 24 h; further: nearly all actives have a fitted effect of over 40% in size
EPAC2 antagonist: EPAC2 (human) antagonism; AID 720708; EPAC2 GEF exchange of Rap1B-BODIPY-GDP, fluorescence; Q8WZA2; hit rate 0.18% among 360,000; Potency, µM (series often up to 114 µM), inactives show at the top dose activity, negative = inhibition, hits mostly inhibitors; further: on the % scale 0 is the no-effect control and ±100 the full control effect; nearly all actives have a fitted effect of over 45% in size; many of its hits are not listed in these tables
Target sequence (Q8WZA2 whole entry, looked up): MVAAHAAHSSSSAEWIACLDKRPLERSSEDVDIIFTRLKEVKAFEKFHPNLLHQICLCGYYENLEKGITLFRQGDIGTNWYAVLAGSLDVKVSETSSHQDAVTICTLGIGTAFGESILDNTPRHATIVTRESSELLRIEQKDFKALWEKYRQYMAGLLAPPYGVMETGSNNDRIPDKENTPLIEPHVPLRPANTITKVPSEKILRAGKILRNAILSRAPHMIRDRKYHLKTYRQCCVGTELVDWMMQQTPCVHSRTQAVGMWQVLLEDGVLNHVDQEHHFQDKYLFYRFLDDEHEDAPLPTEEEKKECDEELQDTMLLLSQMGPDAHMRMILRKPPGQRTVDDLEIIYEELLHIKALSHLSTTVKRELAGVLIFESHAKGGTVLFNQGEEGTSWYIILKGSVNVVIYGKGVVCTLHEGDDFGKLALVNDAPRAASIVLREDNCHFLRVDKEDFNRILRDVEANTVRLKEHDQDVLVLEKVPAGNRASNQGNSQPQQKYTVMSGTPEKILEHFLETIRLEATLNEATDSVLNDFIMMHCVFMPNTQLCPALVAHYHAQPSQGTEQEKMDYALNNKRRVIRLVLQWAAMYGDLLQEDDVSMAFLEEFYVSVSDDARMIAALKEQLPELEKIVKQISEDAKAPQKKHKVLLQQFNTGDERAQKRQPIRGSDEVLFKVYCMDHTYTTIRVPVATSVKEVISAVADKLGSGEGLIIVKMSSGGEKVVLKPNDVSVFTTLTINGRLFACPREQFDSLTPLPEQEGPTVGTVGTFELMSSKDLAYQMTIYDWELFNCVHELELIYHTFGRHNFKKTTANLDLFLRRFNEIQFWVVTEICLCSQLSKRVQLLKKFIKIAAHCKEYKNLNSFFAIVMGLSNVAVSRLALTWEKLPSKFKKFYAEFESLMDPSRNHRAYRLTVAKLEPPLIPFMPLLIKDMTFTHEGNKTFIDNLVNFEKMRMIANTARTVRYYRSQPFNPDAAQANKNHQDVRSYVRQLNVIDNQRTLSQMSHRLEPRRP
MCF10A rereplic: inducers of DNA re-replication in MCF 10A breast cells; hit rate 2.9% among 350,000; Potency, µM (top dose mostly 46.1 µM), for the others: top-dose activity, positive = re-replication, hits mostly activators; MCF 10A DNA re-replication, Hoechst nuclear intensity, 48 h; further: % of control where 0% means no effect; nearly all actives have a fitted effect of over 50% in size
The depositor's hits bear a star; i = inactive; ? = inconclusive; · = not tested or not shown; & = joins results of further samples; [ ] = another dose, or the depositor's remark. The call rests on the fitted dose curve; in most records, active means well fitted curve in the direction sought with a large enough effect; inconclusive means small, poorly fitted or top-dose-only effect, or another doubt; inactive means no such curve, though single readings can be large; an effect the other way counts as inactive or inconclusive. Potency means the concentration at half of the fitted maximal effect. These rows are one share of the data; the hit share may differ from the screen's.

compound,Nrf2 activator,Nrf2 block,HepG2 tox,A549 viability,ATXN2 expr inh,TGFb inhibitor,S2 tox,EPAC2 antagonist,MCF10A rereplic
Cc1nc2ccccc2cc1C(=O)N/N=C/c1cccc([N+](=O)[O-])c1,14%,-30%,-35%,-1%,?,-9%,i,6%,1%
O=C(Nc1nnc(-c2ccc(Cl)cc2)o1)c1ccc(N2C(=O)CCC2=O)cc1,-0.1%,0%,2%,11%,4%,37%[activator],i,9%,-1%
CN(CC(=O)Nc1ccc(F)cc1Cl)Cc1cccs1,0.8%,-15%,-7%,17%,-4%,-6%,i,?,1%
COc1ccc(CCNCC(C)c2ccccc2)cc1 (configuration not stated),0.0%,0%,-2%,8%,-9%,?,i,1%,-14%
Cc1nn(CCCC(=O)Nc2ccccc2C(F)(F)F)c(=O)c2c1sc1ccccc12,-1.3%,-8%,6%,-8%,·,35%[activator],·,·,·
NS(=O)(=O)c1ccc(NC(=O)c2cc(-c3cccs3)nc3ccccc23)cc1,?,?,-23%&7%,1%&-8%,-15%&-20%,-19%&3%,i,16%,?
Cc1ccc(-n2c(-c3ccc(Cl)cc3Cl)n[nH]c2=S)cc1,0.7%,-28%,-11%,-2%,-22%,-8%,i,-3%,?
N#CC1(NC(=O)COC(=O)c2ncc(Cl)c(Cl)c2Cl)CCCCC1,3.7%,18%,24%,-4%,-9%,3%,i,-1%,1%
O=C(O)c1cc(S(=O)(=O)Nc2ccc(OCc3ccccc3)cc2)ccc1Br,0.4%,23%,7%,-12%,21%,0%,i,-6%,12%
O=C(NCCc1ccccn1)c1cccc(S(=O)(=O)N2CCCCCC2)c1,0.0%,3%,-19%,2%,0%,-4%,i,10%,1%
Cc1cccc(C)c1NC(=O)NC1(C(=O)N2CCCCC2)CCCCC1,-0.2%,3%,21%,-2%,-16%,16%,·,3%,1%
O=S(=O)(NCC(c1ccco1)N1CCOCC1)c1ccc(F)cc1 (configuration not stated),-0.6%,·,-22%,?,-2%,?,i,·,·
C=CCOC(=O)C1=C(C)NC(=O)NC1c1ccc(O)cc1 (configuration not stated),3.0%,1%,-3%,4%,·,14%,i,3%,10%
COc1ccc(N=C2S/C(=C\c3ccc(C)o3)C(=O)N2CC(C)C)cc1,-0.1%,-5%,-3%,-14%,4%,10%,i,7%,?
Cc1oc(C(C)(C)C)cc1C(=O)Nc1cccc(C(=O)O)c1,0.3%,·,-9%,6%,44%[activator],-14%,i,-5%,-3%
Cn1c(N2CCOCC2)c(/C=N/O)c2ccccc21,2.8%,?,16%,3%,-23%[11.3 µM],0%,i,-3%,-5%

Record cards, as listed above. Screens in order: Nrf2 activator, Nrf2 block, HepG2 tox, A549 viability, ATXN2 expr inh, TGFb inhibitor, S2 tox, EPAC2 antagonist, MCF10A rereplic
C=CCOC(=O)C1=C(C)NC(=O)NC1c1ccc(O)cc1 (configuration not stated) is entered as 3.0%, 1%, -3%, 4%, ·, 14%, i, 3%, 10%
O=C(NCCc1ccccn1)c1cccc(S(=O)(=O)N2CCCCCC2)c1 is entered as 0.0%, 3%, -19%, 2%, 0%, -4%, i, 10%, 1%
Cn1c(N2CCOCC2)c(/C=N/O)c2ccccc21 is entered as 2.8%, ?, 16%, 3%, -23%[11.3 µM], 0%, i, -3%, -5%

The list continues:
compound,Nrf2 activator,Nrf2 block,HepG2 tox,A549 viability,ATXN2 expr inh,TGFb inhibitor,S2 tox,EPAC2 antagonist,MCF10A rereplic
CCCCC(=O)Nc1ccccc1N1CCN(c2ccc(F)cc2)CC1,-1.0%,?,7%,1%,-9%,-11%,i,-17%,2%
O=S1(=O)c2ccc(Br)cc2N2CCC[C@H]2CN1Cc1ccccc1,0.6%,-12%,-18%,13%,-15%,?,i,16%,2.6µM*
C/C(=N\N(c1ccccc1)c1ccccc1)c1ccco1,2.5%,2%,-16%,5%,-2%,-4%,i,-23%,19%
O=S(=O)(c1cccc(NC(=S)N2CCN(c3cccc(Cl)c3)CC2)c1)C(F)F,0.3%,?,5%,-17%,-15%[11.3 µM],0%,i,-3%,?
O=C(c1cccc(S(=O)(=O)N2CCCCC2)c1)N(CCc1ccccc1)Cc1ccccc1,0.9%,?,-6%,1%,-17%,?,?,4%,14%
O=C(COC(=O)C1CC(O)CN1S(=O)(=O)c1ccc(Cl)cc1)c1ccccc1Cl (configuration not stated),2.9%,2%,-2%,-3%,31%,-4%,i,-5%,16%
O=C(Nc1ccc(S(=O)(=O)NCc2ccco2)cc1)c1ccc(F)cc1,3.7%,?,-15%,6%,-4%,-15%,i,-20%,?
CCCC1=C(C(=O)OCC)C(c2sccc2C)n2ncnc2N1 (configuration not stated),0.6%,-20%,3%,6%,·,?,i,-19%,-5%
CC1CC(=O)NN=C1c1ccc(NCCO)c([N+](=O)[O-])c1 (configuration not stated),2.0%,9%,-1%,-27%,15%,-1%,i,1%,-1%
CC1(C)NC(=O)N(CC(=O)OCc2cc(=O)n3cc(Br)ccc3n2)C1=O,-0.1%,7%,-18%,1%,-14%,17%,i,10%,0%
CC(=O)N1CCN(S(=O)(=O)c2cccc(C(=O)OCc3cccc(F)c3)c2)CC1,-0.5%,-25%,-4%,1%,-14%,-4%,i,-4%,-5%
COC(=O)c1ccc(Cn2cnc3nc4c(cc3c2=O)CCCC4)cc1,0.0%,·,8%,-7%,3%,3%,i,·,·
NC(=O)c1c(NC(=O)CS(=O)(=O)c2ccc(Cl)cc2)sc2c1CCCCC2,1.0%,·,-49%,-7%,·,0%,·,·,·
O=C(Nc1nc(SCc2ccc(F)cc2)ns1)c1ccco1,16%,?,-23%,-11%,0%,?,i,2%,-9%
COCCn1nnnc1C(c1ccc(C)cc1)N1CCN(Cc2ccc3c(c2)OCO3)CC1 (configuration not stated),0.2%,14%,-4%,-1%,-6%,29%,i,-1%,-10%
CN(C)C(CNC(=O)c1ccc2ccccc2n1)c1ccccc1 (configuration not stated),2.7%,3%,-14%,2%,-23%,14%,i,-9%,0%
CCOC(=O)C(=O)Nc1nccs1,-1.0%,-13%,-2%,-16%,·,-16%,i,1%,-2%
CC1CCN(C(=O)CN2C(=O)NC3(CCCc4ccccc43)C2=O)CC1 (configuration not stated),0.0%,10%,-28%,9%,1%,16%,i,-10%,2%
CCOC(=O)c1c(NC(=O)Nc2ccc(Cl)cc2)sc(C)c1C,-1.0%,-15%,5%,1%,?,-7%,?,3%,?
CCOc1ccccc1N(CC(=O)NC1CCCC1)C(=O)CCC(=O)Nc1cc(C)on1,0.2%,11%,-4%,-5%,-2%,-18%,i,3%,0%
CCC(C(=O)NC1CCCC1)N(C(=O)Cn1nnc(-c2ccc(C)o2)n1)C(C)(C)C (configuration not stated),-0.4%,·,-9%,-14%,-16%,15%,i,5%,-1%
COc1ccc(C(=O)Nn2c(SCc3ccc([N+](=O)[O-])cc3)nc3ccccc3c2=O)cc1,-0.9%,?,4%,-12%,-23%,-10%,i,9%,25%
CCN(CC)C(=O)CC(c1ccc(N(C)C)cc1)c1c(OC)cc(OC)c2c(-c3ccccc3)cc(=O)oc12 (configuration not stated),6.8%,?,0%&5%,-22%&-9%,?,?,?,-2%,21%
O=[N+]([O-])c1ccc(Nc2nc(N3CCOCC3)nc(N3CCOCC3)n2)cc1,-0.6%,-8%,16%,11%,-12%,20%,·,0%,2%
O=C(NCc1ccco1)c1ccc(CS(=O)(=O)c2cccc(C(F)(F)F)c2)o1,4.8%,6%,6%,1%,1%,0%,i,8%,-1%
O=[N+]([O-])c1ccn(-c2nc(-c3cccs3)cc(C(F)(F)F)n2)n1,0.9%,?,11%,-16%,·,4%,i,4%,0%
COc1ccccc1NC(=O)CSc1nnc(CC(=O)Nc2ccccc2C)n1C,0.4%,0%,11%,4%,-13%,39%[activator],i,-1%,1%
CC1CN(c2nc3ccccc3nc2C(C#N)C(=O)NCc2ccc3c(c2)OCO3)CC(C)O1 (configuration not stated),1.2%,?,-6%,-18%,-13%,167%[activator],i,?,14%
O=C(NC12CC3CC(CC(C3)C1)C2)N1CCN(c2ccccn2)CC1,-0.2%,-8%,-19%,1%,-20%,?,i,-3%,4%
COC(=O)Nc1ccc(C)c(NC(=O)OC)c1,0.3%,-21%,2%,-9%,8%,-1%,i,2%,-3%
CCOc1ccccc1NC(=O)CCc1c(C)nc2c(c(C)nn2-c2ccccc2)c1C,-0.3%,4%,0%,6%,3%,4%,i,·,·
COc1ccc(CN2CCNC(=O)C2CC(=O)N(C)Cc2nccs2)cc1OC (configuration not stated),-0.3%,-10%,5%,-2%,-1%,94%[activator],i,3%,0%
CCOC(=O)Cn1c(C)c(Br)c(=O)c2cccc(C)c21,-0.6%,14%,-8%,-1%,-6%,13%,i,-2%,1%
CC(=O)c1cccc(NC(=O)CCc2c(C)nc3c(c(C)nn3-c3ccccc3)c2C)c1,-0.8%,?,2%,-8%,-29%,-4%,?,·,·
CCc1c(C)nc2c(OC)cccc2c1Cl,20%,21%,-5%&-18%,-1%,6%,-18%&-28%,i,5%,18%[9.22 µM]
CC(NC(=O)c1ccc(Br)cc1)C(=O)NC1=NCCS1 (configuration not stated),3.7%,-6%,-1%,-11%,9%,14%,i,2%,0%
CCCOC(=O)c1ccc(OCC(O)Cn2c(C)nc3ccccc32)cc1 (configuration not stated),-0.1%,13%,4%,-1%,-17%,-11%,?,-13%,13%
Cc1cccc(NC(=O)CCN2C(=O)C3C4C=CC(C4)C3C2=O)n1 (configuration not stated),0.3%,32%,-4%,0%,8%,-16%,i,21%,-10%
O=C(NCCc1ccncc1)Nc1cccc(Cl)c1,-0.3%,10%,8%,-6%,0%,0%,i,4%,-6%
CC(=O)Nc1ccc(NC(=O)c2ccc(Cl)nc2)cc1,-0.3%,-24%,-3%,-1%,·,-8%,i,11%,-1%
O=S(=O)(NCc1ccccc1)NCc1ccccc1F,0.0%,25%,-1%,1%,19%,5%,i,-3%,-7%
